# High-throughput results (PubChem)
# LMP1 NFkB inh – reduces LMP1-driven NF-kappaB luciferase signal. LMP1-induced NF-kappaB luciferase reporter cells, luminescence. AID 504558. inhibition, % at 12.5 µM. 350,000 tested, 0.69% active; in the data active = inhibition above about 41%; inconclusive = no clear call, values can overlap the other calls;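 also: 0% = neutral control wells and 100% = reference inhibitor control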
# COUP-TFII inh – NR2F2 (human) inhibition, primary screen; P24468; HEK293T NGFI-A luciferase reporter, luminescence; inhibition, % at 8.6 µM; 370,000 tested, 0.7% active; AID 686940;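 active = inhibition above a per-plate cutoff, mean inhibition of test wells between control levels plus 3 SD, cut at about 38% in these data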;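 also: cells cotransfected with COUP-TFII expression vector driving the NGFI-A reporter; 0% = median of COUP-TF2 test wells and 100% = reporter-only cells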
# Target sequence (P24468 whole entry, looked up): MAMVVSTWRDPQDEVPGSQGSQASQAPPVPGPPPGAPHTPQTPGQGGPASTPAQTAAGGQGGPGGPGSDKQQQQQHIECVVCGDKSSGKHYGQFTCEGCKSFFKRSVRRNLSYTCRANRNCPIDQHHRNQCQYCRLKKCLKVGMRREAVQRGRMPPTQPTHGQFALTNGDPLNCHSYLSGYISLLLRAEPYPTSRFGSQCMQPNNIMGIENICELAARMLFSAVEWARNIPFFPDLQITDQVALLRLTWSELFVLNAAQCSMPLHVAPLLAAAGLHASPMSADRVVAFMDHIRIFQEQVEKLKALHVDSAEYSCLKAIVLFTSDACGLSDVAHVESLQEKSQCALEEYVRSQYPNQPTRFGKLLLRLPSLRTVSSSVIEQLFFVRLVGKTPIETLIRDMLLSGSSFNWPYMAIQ
# KKLEB cytotox – CF airway cell cytotoxicity counter-screen | activity change (cytotoxicity), % at 5 µM | 360,000 tested, 0.36% active | KKLEB CF airway cells viability, ATPlite luminescence, overnight; stronger effect = lower value; cells stimulated with P. aeruginosa culture filtrate | AID 602141;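 active = corrected activity change at or below -50% at 5 µM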
# TROY NFkB inh – inhibitors of TROY-dependent NF-kB signaling; Q293 LMP1-TROYcd NF-kB luciferase reporter, 4 h; inhibition, % at 10 µM; 360,000 tested, 0.98% active; AID 1347056;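 active = compounds whose plate-normalised and pattern-corrected inhibition of the luciferase reporter signal at the single screening dose is 50% or more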
# SRC1 inh – human NCOA1 inhibition; Q15788; HEK293 GAL4-SRC1 luciferase reporter, luminescence; inhibition, % at 3.6 µM; 360,000 tested, 0.12% active;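 active = inhibition above the campaign mean plus 3 SD, with each screening campaign given its own cutoff, cut at about 60% in these data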;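 also: 0% = DMSO treated cells and 100% = gossypol at 36 µM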
# SRC2 inh – human SRC2 (NCOA2) inhibition; Q15596; HEK293 GAL4-SRC2 luciferase reporter, luminescence; inhibition, % at 9 µM; 370,000 tested, 0.17% active;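 active = inhibition above the mean inhibition of all tested compounds plus 3 SD, set per campaign, cut at about 52% in these data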;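 also: 0% = DMSO treated cells and 100% = cells given Gossypol at 36 µM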
# CF NFkB inh – blocks PAF-induced NF-kB reporter in cystic fibrosis cells; 360,000 tested, 0.86% active; inhibition, % at 5 µM; KKLEB NF-kB-GFP reporter, GFP fluorescence overnight;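 active = at least 50% inhibition at 5 µM, scaled per plate between neutral and stimulator controls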;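 also: PAF is a Pseudomonas aeruginosa culture filtrate used as stimulus; plate controls were PAF-stimulated DMSO wells for no effect and unstimulated DMSO wells for full effect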
# SRC3 inh – human NCOA3 inhibition; Q9Y6Q9; HEK293 GAL4-SRC3 luciferase reporter, luminescence; inhibition, % at 3.6 µM; 360,000 tested, 0.17% active; AID 588352;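 active = inhibition above a per-campaign cutoff, the mean of all compounds plus 3 SD, cut at about 60% in these data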;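 also: 0% = DMSO-treated cells and 100% = gossypol-treated cells at 36 µM; higher means less SRC3-driven luciferase light from the GAL4 reporter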
# C8 TRAIL sens – sensitizes caspase-8 expressing cells to TRAIL | NB7+C8 cells + TRAIL, ATPlite viability luminescence | inhibition (viability loss, TRAIL sensitization), % at 10 µM | 360,000 tested, 1% active;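 active = compounds causing at least 50% loss of cell viability in the single-dose screen, relative to plate controls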
# LRH-1 inv ag – inverse agonists of human LRH-1 (NR5A2). O00482. HEK293T StAR-luciferase reporter, LRH-1 transfected, 24 h. inhibition, % at 3.6 µM. 360,000 tested, 0.13% active;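 active = inhibition above the mean inhibition of all tested compounds plus 3 SD, cut at about 73% in these data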;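 also: 0% = DMSO wells and 100% = reporter-only cells lacking LRH-1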
# Target sequence (O00482 whole entry, looked up): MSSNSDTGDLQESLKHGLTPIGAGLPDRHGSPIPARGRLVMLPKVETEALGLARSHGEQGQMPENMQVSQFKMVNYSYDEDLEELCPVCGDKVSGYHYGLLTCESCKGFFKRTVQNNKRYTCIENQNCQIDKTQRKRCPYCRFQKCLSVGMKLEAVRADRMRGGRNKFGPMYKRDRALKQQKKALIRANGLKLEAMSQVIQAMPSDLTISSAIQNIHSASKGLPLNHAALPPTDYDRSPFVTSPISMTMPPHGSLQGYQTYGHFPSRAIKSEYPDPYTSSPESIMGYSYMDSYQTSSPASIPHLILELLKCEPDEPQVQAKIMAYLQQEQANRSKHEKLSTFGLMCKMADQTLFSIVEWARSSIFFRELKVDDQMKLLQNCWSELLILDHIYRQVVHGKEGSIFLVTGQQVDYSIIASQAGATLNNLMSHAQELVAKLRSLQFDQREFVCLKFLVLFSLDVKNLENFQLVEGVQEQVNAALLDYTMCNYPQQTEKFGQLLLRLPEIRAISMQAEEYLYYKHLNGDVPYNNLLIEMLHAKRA
# TWEAK-Fn14 inh – TWEAK-Fn14 signaling inhibition; AID 1159606; inhibition, % at 10 µM; TWEAK-stimulated Fn14 reporter cells, luciferase luminescence, 8 h; 360,000 tested, 2% active; in the data active = inhibition above about 50%
# Numbers without * were called inactive; ? = inconclusive; / = not tested or not shown; & = joins results of further samples.
SMILES,LMP1 NFkB inh,COUP-TFII inh,KKLEB cytotox,TROY NFkB inh,SRC1 inh,SRC2 inh,CF NFkB inh,SRC3 inh,C8 TRAIL sens,LRH-1 inv ag,TWEAK-Fn14 inh
Cc1ccc(C)c2sc(NC(=O)c3ccc(N4C(=O)CCC4=O)cc3)nc12,0,19,2,7,17,0,11,7,12,-22,8
Cc1ccc(NC(=O)Cn2c(=O)c3cccn3c3ccccc32)c(C)c1,-2,-15,0,-15,12,11,-23,-24,-12,9,-19
Cc1cc(C(=O)NC2Cc3ccccc3C2)c(C)o1,-3,-21,-7,-52,-39,-47,13,-21,8,-16,-9
COCc1cc(=O)[nH]c(/N=C(\N)Nc2ccc(C)cc2C)n1,2,11,0,-9,0,-23,-15,-6,-2,10,6
COc1cccc(N(CC(=O)N2CCN(C)CC2)S(=O)(=O)c2ccc(C)cc2)c1,3,10,-4,10,6,1,-11,3,-10,-27,-2
c1ccc(NC(=NCc2ccco2)c2ccccc2)cc1,5,1,2,-7,-14,-2,5,-6,7,-19,-13
CC(Cn1cncn1)NC(=O)c1cc(COc2cccc(C(F)(F)F)c2)on1 (stereo not drawn),-7,10,0,-9,-7,-18,-8,-9,-13,4,-12
O=C(Nc1nccs1)c1cc(Cl)ccc1[N+](=O)[O-],6,0,8,-1,6,-6,-2,7,0,-1,-13
CN1/C(=C/C(=O)C2CCC2)Sc2ccccc21,-19,-55,-3,-43,-64,-25,-5,-102,11,-77,9
COc1cc(Br)cc(-c2nc3c(c(=O)[nH]c(=O)n3Cc3ccccc3)n2C)c1O,-2,-14,2,1,-22,21,7,-6,-19,-3,-10
Cc1ccc(CCNS(=O)(=O)c2cc3c(cc2C)n(C)c(=O)c(=O)n3C)cc1,-1,19,14,-3,-2,11,6,4,-1,16,12
O=C(Nc1ccc(Cl)c(Cl)c1)N1CCCCCC1,-29,-37,-27,-35,-71,-44,38,-61,11,-48,-41
Cc1ccc(CN(Cc2cccnc2)C(=O)CN2C(=O)COc3ccccc32)o1,-4,/,2,-9,4,/,-8,21,2,-2,22
CCOc1cc(C2C(C(=O)c3ccco3)=C(O)C(=O)N2CC2CCCO2)ccc1O (stereo not drawn),21,-5,4,-14,-11,-11,0,7,-6,11,26
Cc1noc(C(=O)NC2CCCCC2)c1Cl,2,-15,-6,-11,-9,-11,17,-3,-4,3,1
COc1ccc(/C=C2\SC(=S)N(CCC(=O)Nc3ccc(C(=O)O)cc3)C2=O)cc1,-2,-14,-2,-37,-13,5,6,8,17,-6,-40
COc1ccc(C(=O)NC(=S)Nc2ccc(N3CCCC3)cc2)cc1OC,16,5,6,9,6,10,-19,9,-6,9,26
Cc1ccc(NC(=S)N(CCCN2CCN(C)CC2)Cc2cccs2)cc1,-5,-2,11,-26,7,14,-14,12,7,6,-8
Cc1ccc(O)c(C(=O)c2cc(C#N)c(=O)n(Cc3ccccc3)c2)c1,5,6,10,-7,3,29,-4,-9,-2,5,9
COCCCn1c(=O)/c(=C\c2ccccc2OC(F)F)s/c1=C(/C#N)C(=O)N1CCOCC1,6,-8,-3,-18,-27,-12,-1,8,-2,7,-5
COC(=O)CCNCCSc1nnc(-c2ccco2)n1Cc1ccccc1,3,11,-4,-10,1,-16,2,4,-18,-2,-11
CC(C)OCCCNC(=O)CN1CCN(Cc2ccccc2Cl)C1=O,-5,11,8,-17,-6,10,-4,12,9,5,-8
COC(=O)[C@]1(Sc2ccc(OC)cc2)CC(=O)N[C@@H]1c1ccccc1,/,7,/,-3,/,-2,/,/,-1,-27,2
CN1CCC(N2CCN(C3CN(Cc4cn(Cc5cccc(C(F)(F)F)c5)nn4)S(=O)(=O)C3)CC2)CC1 (stereo not drawn),/,-4,/,-29,/,-2,/,/,7,13,13
CN=c1scc(-c2cc(OC)ccc2OC)n1/N=C/c1c(C)[nH]c2ccccc12,8,7,15,4,3,-7,-31,18,-4,-11,-1
COc1ccc(CNc2nccs2)cc1,9,6,-14,3,10,6,-6,-16,13,-8,8
Cc1nc2ccc(S(=O)(=O)NCC(=O)N3CCCCC3)cc2s1,1,13,-3,-14,-8,-21,4,16,4,2,24
CN(N)c1nc2ccccc2nc1C(F)(F)F,-13,-1,-13,13,5,-19,-3,-7,-13,15,-6
CCN(CC)CCN1C(=O)c2ccccc2NC1c1cc(OC)c(OC)c(OC)c1 (stereo not drawn),1,9,-3,-17,2,-2,0,5,0,-4,-13
c1ccc(-c2cc3nc(NCc4cccs4)nc(NCc4ccc5occc5c4)c3s2)cc1,/,2,-26,-39,-22,-23,-1,-11,2,9,-15
COc1ccc(OC)c(N(CC(=O)NCc2ccccc2)S(=O)(=O)c2ccc(OC)c(OC)c2)c1,0,7,8,-5,-2,7,1,7,-4,-11,-2
CCOc1ccccc1-n1nnnc1SCC(=O)O,0,-3,11,-8,-14,-26,-15,8,-19,2,3
O=C(CSc1ccc2nnc(CCNC(=O)c3ccccc3)n2n1)Nc1ccccc1F,1,3,2,-1,4,8,1,8,2,-5,-7
CCCn1c2c(c(=N)c3c1CCC3)CCC2,-3,22,14,-8,-10,7,-13,22,18,13,-24
C=CCn1c(SCC(=O)O)nnc1-c1ccc(C(C)(C)C)cc1,5,22,8,18,3,-11,-8,-12,3,7,-11
CC(=C1C(=O)c2ccccc2C1=O)N1CCC(C(N)=O)(N2CCCCC2)CC1,-2,12,8,12,7,-34,0,-11,10,4,-5
O=C(NCCc1cnc[nH]1)c1cccs1,-3,4,-2,9,12,-43,-7,-1,-13,9,12
COc1ccccc1-c1nnc2sc(COc3ccccc3)nn12,18,-8,28,9,-3,-14,22,4,7,-9,2
Nc1cc(C(=O)O)ccc1Nc1ccccc1,-9,1,-9,-32,-6,-29,6,-24,-6,0,-19
CC1(c2ccc(OC(F)F)cc2)NC(=O)N(/N=C/c2c(O)ccc3ccccc23)C1=O (stereo not drawn),3,4,9,28,-4,4,12,2,-19,11,28
CCn1c(SCc2nc3scc(-c4ccccc4)c3c(=O)[nH]2)nnc1-c1ccc(Cl)cc1,-3,20,-6,2,3,-4,-11,9,10,20,-2
O=C(NCc1ccc(Cl)cc1)C1CCC(CNc2c(N3CCOCC3)c(=O)c2=O)CC1 (stereo not drawn),4,-14,6,1,14,8,-8,3,-6,17,6
O=C1[C@H]2[C@@H](/C=C/c3ccccc3)N3C(=O)CN(Cc4ccccn4)C(=O)[C@@]3(Cc3ccccc3)[C@H]2C(=O)N1c1ccccc1,-10,-3,-10,-7,-9,-21,-4,-18,0,7,-3
Cc1ccc(SCc2cc(=O)[nH]c(/N=C(\N)Nc3ccc(C)c(C)c3)n2)cc1,-7,/,-8,14,5,/,-16,7,19,-8,7
O=[N+]([O-])c1cccc(-c2nnc3cccc(Cl)n23)c1,1,-5,-2,-24,-8,-31,-3,9,-8,1,-9
Cc1ccc(COC(=O)c2ccc3ccccc3n2)cc1,2,9,4,-49,2,-20,-1,4,-23,15,-15
NC1=NC[C@H](Cc2ccccc2)N1CCc1cc(C(F)(F)F)cc(C(F)(F)F)c1,-7,-18,4,-4,-1,-4,-34,16,28,4,-10
COc1ccc(N(C(=O)Cn2nnc(-c3ccccc3F)n2)C(C(=O)NCC2CCCO2)c2ccc(Cl)cc2)cc1 (stereo not drawn),-9,-2,2,-37,11,-8,-11,-11,3,-12,2
Cc1ccc(NC(=O)C2=CCN(S(=O)(=O)c3ccc(F)cc3)CC2)cc1,-3,-11,6,5,-7,-35,-24,-13,-3,-2,2
O=C(Nc1cc(S(=O)(=O)N2CCCCC2)ccc1N1CCOCC1)c1cc(=O)[nH]c2ccccc12,1,-7,1,16,8,3,7,12,5,-5,-6
O=C(NCCCn1ccnc1)c1cccc(Cl)c1,-7,-5,-6,-6,-34,6,-1,14,-16,3,7
COc1ccc(CCC(=O)N2c3ccccc3CC2C)cc1 (stereo not drawn),-22,-21,4,-1,-52,-39,4,-12,16,-15,-17
CC(C)(C)OC(=O)N1CCC(NC(=O)c2[nH]c(C(F)(F)F)nc2-c2ccccc2)CC1,/,8,9,10,-18,0,-33,13,-12,-15,23
Cc1cc(C)c2nc(NNC(=O)c3ccc(S(=O)(=O)N4CCc5ccccc5C4)cc3)sc2c1,?,-17,-21,-17,37,28,13,19,5,23,-16
O=S(=O)(c1ccc2ccccc2c1)N1CCN(S(=O)(=O)c2c(F)cccc2F)CC1,-6,-20&2,13,-74,-81,-28,-11,-87,11,-74,-58
O=C1C=C(NNC(=O)c2ccncc2)CC(c2ccccc2)C1 (stereo not drawn),-1,12,5,-4,-12,-5,-3,8,-3,15,-3
CCN(C(=O)COC(=O)/C=C/c1ccccc1[N+](=O)[O-])C1CCS(=O)(=O)C1 (stereo not drawn),4,9,12,10,-5,8,-18,-15,-13,4,-14
Cc1ccc2[nH]c(C(=O)N/N=C/c3ccc([N+](=O)[O-])cc3)c(C)c2c1,5,3,-15,-28,2,-16,21,-11,7,9,21
CCOCCCNC(=O)c1ccc2c(c1)N(CC)C(=O)c1ccccc1S2=O (stereo not drawn),-4,-5,-2,10,-11,11,1,5,12,-11,11
COCCN1CCN(C(=O)c2ccc3oc(CCc4ccccc4)nc3c2)CC1,-7,-4,-9,-36,-37,-20,19,-29,-8,-28,0

# Record cards, from the list above. Order of values: LMP1 NFkB inh | COUP-TFII inh | KKLEB cytotox | TROY NFkB inh | SRC1 inh | SRC2 inh | CF NFkB inh | SRC3 inh | C8 TRAIL sens | LRH-1 inv ag | TWEAK-Fn14 inh
# CCOCCCNC(=O)c1ccc2c(c1)N(CC)C(=O)c1ccccc1S2=O (stereo not drawn) is entered as -4 | -5 | -2 | 10 | -11 | 11 | 1 | 5 | 12 | -11 | 11
# COc1ccc(/C=C2\SC(=S)N(CCC(=O)Nc3ccc(C(=O)O)cc3)C2=O)cc1 is entered as -2 | -14 | -2 | -37 | -13 | 5 | 6 | 8 | 17 | -6 | -40

# Continuation:
SMILES,LMP1 NFkB inh,COUP-TFII inh,KKLEB cytotox,TROY NFkB inh,SRC1 inh,SRC2 inh,CF NFkB inh,SRC3 inh,C8 TRAIL sens,LRH-1 inv ag,TWEAK-Fn14 inh
O=C(O)c1ccc(COc2ccc([N+](=O)[O-])cc2)o1,-2,-11,-8,-8,6,9,-21,-1,-4,-6,2
CCc1c(C)nc(SCC(=O)Nc2nc(-c3ccc(OC)cc3)cs2)[nH]c1=O,-13,-6,29,19,-13,-7,-17,17,-5,-4,10
Cc1nc2c(ccc3nc(NC(=O)C4CC4)sc32)s1,-15,-40,6,-14,-32,-8,38,12,20,1,26
CC1(C)CN(C2CCCCC2)C(=O)[C@H]1CC(=O)Nc1ccc(Br)cc1,6,2,-11,8,-5,10,0,2,14,9,-7
O=C(O)CC(c1cccc([N+](=O)[O-])c1)N1Cc2ccccc2C1=O (stereo not drawn),6,1,15,18,0,4,-12,-7,-4,1,5
C=CCn1c(C)c(/C=C/c2cc[n+](C)cc2)c2ccccc21,16,56*,5,35,1,11,-428,23,17,31,16
CC(=O)Nc1ccc(S(=O)(=O)N2CCN(c3cc(C(F)(F)F)ccn3)CC2)cc1,6,-3,15,11,-30,-11,-12,17,-7,-1,-5
CC(C)C(C(=O)NC1CCCCC1)N(CC1CCCO1)C(=O)CNS(=O)(=O)c1ccc(F)cc1 (stereo not drawn),3,-27,1,-1,1,-10,9,12,-9,-1,9
